Assay outcomes as filed in PubChem BioAssay.
SENP8 inh = SENP8 (human) protease inhibition; Q96LD8; recombinant SENP8, Nedd8 substrate fluorescence; inhibition, % at 20 µM; 360,000 tested, 0.64% active; AID 602440; in the data active = inhibition mostly above about 40%, no sharp cut-off; inactive = mostly below about 27%
Target sequence (Q96LD8 whole entry, looked up): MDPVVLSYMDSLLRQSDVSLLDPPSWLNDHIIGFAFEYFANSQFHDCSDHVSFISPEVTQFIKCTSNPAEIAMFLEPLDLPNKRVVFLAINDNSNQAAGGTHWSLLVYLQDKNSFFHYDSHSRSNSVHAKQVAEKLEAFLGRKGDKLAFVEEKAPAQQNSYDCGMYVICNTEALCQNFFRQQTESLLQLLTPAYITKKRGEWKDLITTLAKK
hIAP act = human IAP activation | P09923 | purified human IAP, CDP-Star luminescence, 30 min; active compounds read high; 1 = vehicle-only enzyme, 0 = enzyme-free background | activation factor at 10 µM | 330,000 tested, 0.16% active;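 active = activation factor of the enzyme at least 2-fold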; note: the source names both 10 and 20 µM as test concentration; values of inactives mirror those of a sister screen read the other way
PfG6PD inh = PfG6PD (Plasmodium falciparum) enzyme inhibition; PfGluPho enzyme, NADPH resazurin-diaphorase fluorescence; inhibition, % at 20 µM; 350,000 tested, 0.78% active;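 active = inhibition reaching at least a set limit at 20 µM in the primary screen, cut at about 59% in these data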;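 note: 0% = DMSO wells with substrate and 100% = DMSO wells lacking glucose-6-phosphate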
ATG4B inh = inhibitors of human ATG4B cysteine protease. Q9Y4P1. ATG4B cleavage of LC3-PLA2, NBD-HPC fluorescence, 1 h. inhibition, % at 8.33 µM. 340,000 tested, 0.51% active. AID 504462; in the data active = inhibition above about 40%
SENP6 block = blocks the human protease SENP6; 330,000 tested, 1.8% active; inhibition, % at 10 µM; Q9GZR1; Recombinant SENP6 catalytic domain, aminoluciferin luminescence;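 active = inhibition above about 50% at the single tested dose, limit read from the data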;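 note: plate controls were DMSO wells with enzyme for no effect and DMSO wells lacking enzyme for full effect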
Target sequence (Q9GZR1 628-1112 limits assumed): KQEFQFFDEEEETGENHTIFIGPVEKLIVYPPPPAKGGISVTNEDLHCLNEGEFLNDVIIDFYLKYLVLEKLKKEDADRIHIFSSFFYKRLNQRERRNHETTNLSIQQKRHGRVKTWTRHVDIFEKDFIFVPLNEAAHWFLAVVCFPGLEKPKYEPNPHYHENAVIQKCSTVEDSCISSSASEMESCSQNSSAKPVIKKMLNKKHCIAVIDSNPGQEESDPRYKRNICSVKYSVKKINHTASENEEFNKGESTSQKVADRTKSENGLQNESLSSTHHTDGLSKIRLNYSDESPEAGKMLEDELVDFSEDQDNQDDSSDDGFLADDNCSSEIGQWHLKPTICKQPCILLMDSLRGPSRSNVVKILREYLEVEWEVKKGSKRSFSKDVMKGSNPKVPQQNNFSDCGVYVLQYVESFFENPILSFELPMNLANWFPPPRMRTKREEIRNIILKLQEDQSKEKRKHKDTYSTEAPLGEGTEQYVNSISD
MPTP block = blocks calcium-induced mitochondrial swelling; isolated mouse mitochondria, Ca2+ swelling absorbance, 30 min; inhibition, % at 10 µM; 360,000 tested, 1.4% active; AID 602449;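 active = inhibition of 50% or more, scaled per plate between neutral and stimulator controls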;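 note: 0% = DMSO wells given calcium and 100% = 1 mM EGTA wells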
NR3A LBD binder = modulates the human NR3A ligand-binding domain; 340,000 tested, 2.5% active; NR3A LBD differential scanning fluorimetry, Tm shift; 0% = protein alone, 100% = glycine-bound protein; Tm shift relative to glycine control, % at 25 µM;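 active = melting temperature shift of at least 10% of the positive control shift, at one fixed dose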
SENP1 FRET inh = inhibitors of human SENP1 SUMO protease catalytic domain. recombinant SENP1 catalytic domain, CyPet-SUMO1-YPet FRET cleavage. inhibition, % at 10 µM. 360,000 tested, 0.21% active. AID 624204;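 active = inhibition at least 30% at 10 µM, raw YFP signal under a set limit, fluorescence ratio 0.5 to 1.5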;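 note: 0% = enzyme with DMSO and 100% = no enzyme wells; some results filed as inactive read as strong as hits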
Target sequence (Q9P0U3 419-644 limits assumed): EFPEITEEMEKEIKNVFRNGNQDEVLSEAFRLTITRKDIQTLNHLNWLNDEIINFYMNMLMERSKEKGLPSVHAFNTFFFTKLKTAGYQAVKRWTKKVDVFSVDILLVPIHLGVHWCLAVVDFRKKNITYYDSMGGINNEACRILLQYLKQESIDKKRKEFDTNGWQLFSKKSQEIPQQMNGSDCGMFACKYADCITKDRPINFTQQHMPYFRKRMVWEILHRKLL
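Test system: recombinant human SENP1 catalytic domain, His6-tagged / Medium: pH 8 Tris buffer with EDTA, NaCl, BME, BSA, NP40, catalase / Also added: SUMO1 FRET substrate flanked by Cypet and Ypet, 25 nM / Times: 50 min reaction at room temperature / Signal: FRET, CFP and YFP emission / Control set: no-enzyme low control and enzyme-plus-DMSO high control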
* marks the source's active call; other numbers are inactive results; i = inactive; · = not tested or not shown.

no.	mol	SENP8 inh	hIAP act	PfG6PD inh	ATG4B inh
1	Cc1ccc(NC(=O)c2ccc(S(=O)(=O)N(C)c3ccccc3)cc2)cc1S(=O)(=O)N1CCOCC1	-2	·	15	-71
2	Cc1ccc(SCc2cn3cc(Cl)ccc3n2)cc1	4	1.1	9	0
3	O=C(NCCCN1CCOCC1)c1cc2ccccc2cc1O	-134	1.1	38	-2
4	O=C(c1cc(-c2ccc(Cl)cc2)on1)N1CCc2ccccc2C1	9	0.88	5	-4
5	CC(=O)c1cccc(NC(=O)N2C3CCCC2CC(NC(=O)C2CC2)C3)c1 (configuration not stated)	0	1.1	-8	-3
6	O=C(Nn1nnnc1Nc1ccccc1)C12CC3CC(CC(C3)C1)C2	17	1.2	6	-5
7	Cc1nnc(SCC(=O)Nc2sccc2C(N)=O)s1	4	0.99	9	-1
8	O=C(COc1ccc(Br)cc1)Nc1ccccc1C(=O)N1CCOCC1	5	1.3	4	2
9	O=C(NCCNc1ccc([N+](=O)[O-])cc1)c1cccc(Br)c1	20	0.98	9	-5
10	C[C@@H]1Cn2cnc(C(=O)NCc3ccc(CNC(=O)OC(C)(C)C)cc3)c2C(=O)N1	18	·	-5	·

no.	SENP6 block	MPTP block	NR3A LBD binder	SENP1 FRET inh
1	·	1.3	4	0
2	-14	1.8	0	-3
3	-2	1.8	3	-26
4	-21	0.1	0	1
5	-4	-0.3	-1	2
6	-2	-2.5	-25	0
7	-4	-0.4	-1	-6
8	-9	1.6	2	1
9	3	28	-1	-4
10	·	0.2	·	2

(continued)
no.	mol	SENP8 inh	hIAP act	PfG6PD inh	ATG4B inh
11	Cc1nc(N)sc1N=Nc1ccc(F)cc1	-25	0.71	25	-5
12	COc1ccccc1C(=O)NCCC(=O)NCCCSc1ccccc1	18	0.96	-13	4
13	Cc1ccc(C)c(N2CCN(C(=O)c3csc(C)c3C)CC2)c1	19	1	4	5
14	NC1=C([N+](=O)[O-])C(c2ccccc2)C2=C(CCCC2=O)O1 (configuration not stated)	8	1.1	7	-7
15	O=[N+]([O-])c1ccc(Nc2ccccc2F)nc1	-25	1	24	2
16	CC(C)C(NC(=O)C1CCCCC1)C(=O)NC1CCCC(C)C1C (configuration not stated)	6	1.3	-12	-1
17	CN(C)C(=O)N1CCC(C(=O)NCc2ccccc2Cl)CC1	10	0.89	-4	-2
18	CS(=O)(=O)c1ccc(Cl)c(NC(=O)CCCSc2ccccc2)c1	2	0.89	19	-10
19	COc1ccc(NS(=O)(=O)c2ccc(C)c(NC(=O)C3CCCO3)c2)cc1 (configuration not stated)	6	0.89	5	-1
20	O=C(CN1CCN(S(=O)(=O)c2ccc(Br)cc2)CC1)Nc1ccc2c(c1)OCO2	35	0.94	7	-18

no.	SENP6 block	MPTP block	NR3A LBD binder	SENP1 FRET inh
11	28	1.2	-3	5
12	-1	-0.6	-1	-1
13	-14	0.8	-1	2
14	-19	-0.7	0	-1
15	-15	10	27*	-30
16	-10	0.6	8	1
17	13	-0.5	-1	0
18	-21	0.4	9	4
19	-12	-0.2	0	2
20	-19	-3.5	-4	2

(list continues)
no.	mol	SENP8 inh	hIAP act	PfG6PD inh	ATG4B inh
21	COc1ccc(CCNC(=O)c2[nH]c(C)c(C(C)=O)c2C)cc1OC	22	1	-9	6
22	O=C1C(C=NCc2ccco2)=C(O)c2ccccc21	17	0.87	0	-2
23	CC(=O)Oc1ccc(/C=N/NS(=O)(=O)c2ccc(C)cc2)c(OC(C)=O)c1	4	1	-6	-9
24	CC(=O)c1ccc(Cc2cnc(N)s2)cc1	8	1.1	11	-8
25	Cc1occc1C(=O)N1CCCC(N2CCN(c3ccccc3F)CC2)C1 (configuration not stated)	0	1.2	-3	-1
26	CCN(CC)C1=CC2=CC(=C(C#N)C#N)CCC2CC1 (configuration not stated)	-97	1.3	-11	-113
27	O=C(NCc1ccccc1Cl)C1CCC(=O)N(C2CCCC2)C1 (configuration not stated)	6	1.1	6	1
28	COc1ccccc1-c1cc(C(F)(F)F)nc(NCc2ccco2)n1	-288	1.1	14	19
29	COc1ccccc1CNC(=O)CNCCc1ccc(OC)c(OC)c1	11	1.2	-10	-5
30	CCOC(=O)c1cc2n(n1)C(C(F)(F)C(F)(F)F)CC(C)N2 (configuration not stated)	18	0.86	14	-11

no.	SENP6 block	MPTP block	NR3A LBD binder	SENP1 FRET inh
21	-2	-0.2	0	3
22	-54	-0.4	-2	5
23	-16	0.7	1	30
24	-5	-1.5	10	-1
25	-15	-0.2	0	-3
26	1	2.5	-3	-26
27	-1	-1.0	-5	0
28	25	0.1	-6	-8
29	-6	-0.5	4	1
30	10	-0.7	1	0

Random excerpt: 3 compounds from above
no.	mol	SENP8 inh	hIAP act	PfG6PD inh	ATG4B inh
30	CCOC(=O)c1cc2n(n1)C(C(F)(F)C(F)(F)F)CC(C)N2 (configuration not stated)	18	0.86	14	-11
27	O=C(NCc1ccccc1Cl)C1CCC(=O)N(C2CCCC2)C1 (configuration not stated)	6	1.1	6	1
26	CCN(CC)C1=CC2=CC(=C(C#N)C#N)CCC2CC1 (configuration not stated)	-97	1.3	-11	-113

no.	SENP6 block	MPTP block	NR3A LBD binder	SENP1 FRET inh
30	10	-0.7	1	0
27	-1	-1.0	-5	0
26	1	2.5	-3	-26

The list continues.
no.	mol	SENP8 inh	hIAP act	PfG6PD inh	ATG4B inh
31	CC1=NN(c2ccccc2)C(=O)/C1=C\N1CC(C)OC(C)C1 (configuration not stated)	19	0.98	-3	0
32	CCC(C)N1C(=O)CCC1C(=O)O (configuration not stated)	0	1.1	-15	6
33	Cc1csc(=Nc2cccnc2)n1CC1CCCCC1	15	1.1	-4	0
34	COc1ccccc1NS(=O)(=O)c1ccc(/C=C/C(=O)N2CCN(C(C)=O)CC2)cc1	3	0.98	-6	-8
35	Cc1ccc(S(=O)(=O)NNc2ccccc2)c(C)c1	2	·	83*	-13
36	CCCCS(=O)(=O)N1CCCC(C(=O)Oc2ccccc2OC)C1 (configuration not stated)	22	1.2	-8	-12
37	CC(=O)N1CCc2cc(S(=O)(=O)NCCC(=O)N3CCc4ccccc4C3)ccc21	-2	1	-13	0
38	COC(=O)c1ccc(NS(=O)(=O)c2ccc3c(c2)n(C)c(=O)n3C)cc1	5	1.3	-13	-3
39	CCOc1ccc(N(CC(=O)NCc2ccco2)S(=O)(=O)c2ccc(OC)c(OC)c2)cc1	10	1.2	-1	-6
40	O=C(Nc1ccc(Cl)c(Cl)c1)c1cccnc1	7	0.88	-5	-5

no.	SENP6 block	MPTP block	NR3A LBD binder	SENP1 FRET inh
31	-23	-1.6	0	0
32	2	-1.2	5	2
33	-8	0.0	-1	0
34	-7	-1.1	-2	4
35	·	0.7	-8	0
36	8	-1.1	1	1
37	-4	0.7	-1	1
38	-8	4.9	2	1
39	13	-2.2	0	1
40	18	3.4	-1	2

The list continues.
no.	mol	SENP8 inh	hIAP act	PfG6PD inh	ATG4B inh
41	NC(=O)c1ccccc1N/C=C/C(=O)c1ccc(Cl)cc1	i	0.91	5	-4
42	C[n+]1c2n(c3ccccc31)N=C(c1ccc(Br)cc1)CS2	33	1.1	11	4
43	CCOc1nc(Nc2ccccc2F)nc(OCC)n1	13	1	4	3
44	COc1ccccc1OCC(=O)Nc1ccccc1C(=O)N1CCCC1	5	1.3	-12	-5
45	COc1cccc(CN(C)C(=O)c2cc(S(=O)(=O)N3CCCC3)ccc2C)c1OC	7	1	4	0
46	CCOc1ccc(-c2cc(CCCC(=O)Nc3cccc(OC)c3)no2)cc1	9	0.84	0	-16
47	CCCCNC(=O)c1ccc2c(c1)ncn2C1CCCC1	8	0.89	0	-3
48	Cc1ccc(S(=O)(=O)NCCCNS(C)(=O)=O)cc1	0	0.88	-1	0
49	CC(C)NC(=O)c1onc(CSc2ccc(Cl)cc2)c1C(=O)O	13	0.93	13	-4
50	c1ccc2c(SCc3cn4ccccc4n3)nncc2c1	1	0.97	19	-4

no.	SENP6 block	MPTP block	NR3A LBD binder	SENP1 FRET inh
41	84*	-1.2	-11	-56
42	-15	6.5	1	1
43	-8	1.3	4	1
44	-22	-1.0	-5	2
45	6	-0.9	0	0
46	0	-1.5	2	3
47	-3	-2.1	-9	0
48	6	-2.2	1	-1
49	-10	4.4	1	2
50	-16	0.8	0	-5

(next part)
no.	mol	SENP8 inh	hIAP act	PfG6PD inh	ATG4B inh
51	O=C(CSc1ncn[nH]1)N1CCCCC1	22	1.1	-6	3
52	Cc1cc(C(=O)OCC(=O)NCc2ccco2)c(C)n1-c1ccccc1	5	1.1	-6	-10
53	NC(=O)N/N=C/c1ccc(-c2ccc(S(=O)(=O)Nc3ncccn3)cc2)o1	-469	0.97	-8	-2
54	COc1ccc(CCN2C(=O)CCC2(C)C(=O)NCc2cccnc2)cc1OC (configuration not stated)	12	0.93	-5	7
55	CN(C(=O)CCNC(=O)Cn1cnc2ccccc2c1=O)c1ccc(Br)cc1	3	0.97	2	-4
56	COCCN(C(=O)COC(=O)/C=C/c1ccc(C(F)(F)F)cc1)c1c(N)n(Cc2ccccc2)c(=O)[nH]c1=O	-3	1.2	-6	-3
57	CCOc1ccc(C(C)=O)cc1CSc1nnc(-c2ccncc2)n1CCOC	11	0.92	35	-2
58	COC(=O)CNC(=O)C(NC(=O)c1ccc(Cl)cc1)C(C)C (configuration not stated)	21	1	1	2
59	CCOc1ncccc1C(=O)OCc1cn2cc(Cl)ccc2n1	9	1	-7	-3
60	Cc1ccc(S(=O)(=O)CCC(=O)NCc2ccccc2F)cc1	-4	1.2	-3	-11

no.	SENP6 block	MPTP block	NR3A LBD binder	SENP1 FRET inh
51	-20	-0.7	0	1
52	-24	-0.8	-1	-5
53	-6	-1.5	1	-6
54	-13	-1.0	0	2
55	-4	-0.1	-6	0
56	-18	-1.2	-3	-2
57	-8	0.4	-2	-1
58	-14	0.0	-4	2
59	11	-0.8	2	-5
60	-21	-0.2	2	0

Following part
no.	mol	SENP8 inh	hIAP act	PfG6PD inh	ATG4B inh
61	CC(=O)/C(=N/Nc1ccccc1C)N1CCOCC1	-1	0.98	8	2
62	Cc1ccc2oc(=S)n(C)c2c1	6	1	2	2
63	CC(=O)c1cccc(N(CC(=O)N2CCOCC2)S(C)(=O)=O)c1	18	1.2	-17	3
64	O=c1[nH]cnc2c1nc(SCc1ccccc1)n2C1OC(CO)C(O)C1O (configuration not stated)	14	0.91	-3	8

no.	SENP6 block	MPTP block	NR3A LBD binder	SENP1 FRET inh
61	-5	0.5	3	1
62	-15	0.4	2	3
63	-12	1.2	-1	2
64	-5	-1.2	-3	-1

Outcome played no part in choosing rows. About 6.7% of those tested had a hit in this group.
